# Source: PubChem BioAssay
# CAL PDZ FP-1: CAL PDZ (human) peptide binding inhibition; purified CAL PDZ, TMR-peptide fluorescence polarization, 1 h; inhibition, % at 24.9 µM; hit rate 0.92% among 300,000; AID 602252;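 active = mean inhibition of at least 30% with at least half of replicates also reaching 30%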;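 also: 0% = DMSO neutral control and 100% = excess unlabeled competitor peptide PRC23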
# Ecoli viability: counter-screen for AddAB inhibitors: E. coli growth inhibition; E. coli V3065 growth, OD600 absorbance, 18 h; inhibition, % at 11.9 µM; hit rate 0.27% among 330,000; AID 449728;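 active = inhibition above the campaign's mean inhibition across all tested compounds plus 3 SD, cut at about 9.9% in these data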;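 also: uninfected addAB+ strain grown without phage in ampicillin broth; 0% = DMSO wells and 100% = ciprofloxacin 0.95 µg/ml wells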
# SR-BI DiI-HDL act: activators of SR-BI mediated HDL lipid uptake. CHO ldlA[mSR-BI] cells, DiI-HDL uptake fluorescence, 3 h; 100 = double the neutral-control signal. activation, % at 12.5 µM. hit rate 0.096% among 320,000. AID 504775;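 active = mean replicate activation of at least 60% and every replicate at or above 60%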;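 also: 0% = median plate neutral-control signal and 100% = twice that signal; values of inactives mirror those of a sister screen read the other way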
#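 Test system: SR-BI-overexpressing, LDLR-lacking CHO cells; Also added: labelled HDL, 10 µg/mL; Measured by: bottom-read cell fluorescence after medium removal, ex 550/em 595 nm; Timing: 3 h uptake period with compound, 37 °C; Buffer or medium: F12, 0.5% BSA, 25 mM HEPES; Doses: single compound concentration, delivered by pin transfer.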
# Wnt bcat act: activates Wnt/beta-catenin signaling in a reporter cell assay | activator, plate reader | hit rate 1.2% among 300,000 | activation, % at 9.35 µM; in the data active = activation above about 30%, passing the limit was not always enough;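 also: 0% = neutral control wells and 100% = positive control wells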
# Tat export inh: blocks Tat-dependent protein export in E. coli; E. coli MC4100 TorA-mCherry Tat export, fluorescence; inhibition, % at 10 µM; hit rate 0.036% among 340,000;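 active = mean replicate inhibition at least 50% and at least half of replicates individually reaching 50%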;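 also: exported cargo escapes ClpAP degradation while cytoplasmic cargo is degraded and loses fluorescence; 0% = median of neutral control wells and 100% = median of NaSCN control wells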
# SR-BI HDL uptake: inhibitors of mouse SR-BI mediated HDL lipid uptake; hit rate 0.96% among 320,000; AID 488896; Q61009; ldlA[mSR-BI] CHO cells, DiI-HDL uptake fluorescence, 3 h; inhibition, % at 12.5 µM;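 active = mean replicate inhibition of at least 70% and a set share of replicates each scoring 70 or more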;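 also: 0% = median of neutral control wells and 100% = median of positive control wells; values of inactives mirror those of a sister screen read the other way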
# Target sequence (Q61009 whole entry, looked up): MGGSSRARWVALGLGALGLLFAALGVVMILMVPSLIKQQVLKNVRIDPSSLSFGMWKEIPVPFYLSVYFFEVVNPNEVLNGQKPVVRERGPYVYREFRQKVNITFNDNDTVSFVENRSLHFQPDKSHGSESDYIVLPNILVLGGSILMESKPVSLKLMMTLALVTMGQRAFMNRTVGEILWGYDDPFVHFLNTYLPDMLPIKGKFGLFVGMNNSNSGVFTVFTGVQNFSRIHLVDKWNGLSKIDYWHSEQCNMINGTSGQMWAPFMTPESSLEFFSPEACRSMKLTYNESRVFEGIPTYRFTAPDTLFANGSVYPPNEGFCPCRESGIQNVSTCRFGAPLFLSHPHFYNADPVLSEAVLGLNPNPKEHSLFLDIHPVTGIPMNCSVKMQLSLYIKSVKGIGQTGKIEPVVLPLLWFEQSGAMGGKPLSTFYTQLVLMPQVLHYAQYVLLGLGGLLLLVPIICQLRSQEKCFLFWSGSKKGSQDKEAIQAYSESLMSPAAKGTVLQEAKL
# MITF TRPM1 HTS: increases MITF-driven TRPM1 promoter luciferase signal; AID 588334; hit rate 0.75% among 300,000; activation, % at 12.5 µM; SK-MEL-5 TRPM1-promoter luciferase, 24 h; % of positive control, neutral wells = 0;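 active = mean activation of at least 80% with every replicate also reaching 80%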;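 also: 0% = neutral control wells and 100% = parthenolide positive control wells; values of inactives mirror those of a sister screen read the other way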
# AddAB inh: less growth of phage-infected E. coli with AddAB; E. coli expressing H. pylori AddAB, absorbance growth; inhibition, % at 11.9 µM; hit rate 0.29% among 330,000; AID 435030; in the data active = inhibition above about 12%;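 also: 0% = vehicle wells of infected cells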
# CAL PDZ FP-2: human CAL PDZ-peptide interaction inhibition; Q9HD26; purified CAL PDZ, TMR-peptide fluorescence polarization, 1 h; inhibition, % at 20 µM; hit rate 0.02% among 330,000; AID 504414;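 active = highest replicate inhibition of at least 40%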;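 also: plate controls were DMSO neutral control wells for no effect and unlabeled competitor peptide control wells for full effect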
#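 Read-out basis: mP drop reported as inhibition | Assay system: Tagged CAL PDZ protein CerCALP, purified | Benchmarks: Unlabelled peptide for full inhibition, DMSO wells as neutral | Schedule: 1 h incubation at room temperature before polarization reading | Buffer or medium: Sodium phosphate/NaCl buffer pH 7.4 with TCEP, IgG, Thesit | Doses: Single point, 20 µM | Measured by: Fluorescence polarization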
# phage Ecoli inh: E. coli growth loss with phage present; AID 651602; inhibition, % at 11.9 µM; hit rate 0.26% among 360,000; growth absorbance; in the data active = inhibition above about 11%
# * = called active by the depositor; x = not tested or not shown.
# Order of results – CAL PDZ FP-1	Ecoli viability	SR-BI DiI-HDL act	Wnt bcat act	Tat export inh	SR-BI HDL uptake	MITF TRPM1 HTS	AddAB inh	CAL PDZ FP-2	phage Ecoli inh
- O=C(NCc1ccc(F)cc1)C1CCCN1C(=O)Nc1ccc(Cl)cc1 (centres undefined)
    2	-2.8	-9	3	-1	9	-4	-1.0	-0.9	1.0
- CNC(=O)c1cn(-c2ccccc2)c(=O)c2ccccc12
    -5	2.8	19	-4	0	-19	x	-0.2	0.0	3.1
- CC(C)N(Cc1ccccc1)S(=O)(=O)N(C)C
    0	2.1	-11	-2	-2	11	16	2.8	-5.0	-1.1
- CCOC(=O)C1(C)NC(c2ccco2)C2C(=O)N(CC)C(=O)C21 (centres undefined)
    10	0.5	12	0	0	-12	3	-1.2	-0.6	-2.5
- Cc1cc(NC(=O)CCC(=O)N(c2ccc(F)cc2)C(C(=O)NC2CCCC2)c2ccccc2)no1 (centres undefined)
    -1	0.8	9	-1	1	-9	26	3.1	-0.8	1.1
- N#Cc1c(NC(=O)c2cnn3cccnc23)sc2c1CCCC2
    0	-1.5	-5	24	0	5	46	-1.2	0.0	-1.1
- O=C(OCC(=O)N1CCCCCC1)c1ccc(Cl)nc1
    11	1.9	12	-4	-3	-12	8	-1.5	-1.1	1.3
- O=[N+]([O-])c1cccc(C=NNc2ccccc2)c1
    -4	x	-5	-3	2	5	61	x	-0.4	1.6
- O=C(Nc1cccnc1)c1ccc(S(=O)(=O)c2ccccc2)cc1
    -5	-0.3	-5	-2	-3	5	-1	4.7	-3.6	0.6
- O=[N+]([O-])c1cccc(/C([O-])=C(/C(=S)Nc2cccc3ccccc23)[n+]2ccccc2)c1
    4	x	-8	x	1	8	-9	x	-1.8	4.5
- CN1CCN(CCOc2cccc(Cl)c2)CC1
    -3	-0.6	-1	-5	3	1	2	0.7	-0.4	0.6
- CNC(=O)c1cc(S(=O)(=O)N2CC(C)OC(C)C2)ccc1N1CCOCC1 (centres undefined)
    -2	x	30	1	9	-30	-3	x	-1.1	-0.2
- COc1ccc(C(=O)NCc2ccc3c(c2)OCO3)c(OC)c1
    -2	2.5	-18	1	-7	18	-12	0.8	-5.7	3.6
- COc1ccc(NS(=O)(=O)c2cccc(C(=O)NCC3(N4CCOCC4)CCCCC3)c2)cc1
    -7	4.5	14	0	2	-14	-1	1.5	-1.3	-0.4
- O=C(O)C1C(c2ccccc2)C(C(=O)OCCCO)C1c1ccccc1 (centres undefined)
    1	-1.2	19	x	1	-19	-1	-1.1	-0.2	2.3
- CN(C)CCCN(C(=O)c1ccc(S(=O)(=O)N2CCc3ccccc32)cc1)c1nc2ccc(F)cc2s1
    0	-2.4	27	-4	8	-27	-28	-0.8	-0.7	1.0
- CCn1cc(Br)c(C(=O)N(C)Cc2ccccc2)n1
    -5	-0.3	17	x	-8	-17	1	2.8	-1.3	-0.2
- Nc1cc(C(=O)OCC(=O)NNC(=O)c2ccccc2F)ccc1Cl
    x	1.1	18	0	3	-18	4	0.1	0.2	2.1
- Cc1ccc(C2CC(c3ccco3)=NN2S(C)(=O)=O)cc1 (centres undefined)
    x	2.7	3	4	-10	-3	8	3.2	-0.2	1.2
- COc1ccc(Cl)cc1NC(=O)c1cccnc1
    -1	2.2	-13	1	4	13	0	1.3	x	3.6

# Limited to Ecoli viability (3 entries from above):
smiles,Ecoli viability
O=C(NCc1ccc(F)cc1)C1CCCN1C(=O)Nc1ccc(Cl)cc1 (centres undefined),-2.8
CNC(=O)c1cn(-c2ccccc2)c(=O)c2ccccc12,2.8
CC(C)N(Cc1ccccc1)S(=O)(=O)N(C)C,2.1

# (list continues)
# Order of results – CAL PDZ FP-1	Ecoli viability	SR-BI DiI-HDL act	Wnt bcat act	Tat export inh	SR-BI HDL uptake	MITF TRPM1 HTS	AddAB inh	CAL PDZ FP-2	phage Ecoli inh
- Oc1ccccc1/C=N/NC(=S)NC1CC2CC1C1C=CCC21 (centres undefined)
    -4	4.1	-85	49*	-9	85*	31	2.1	-1.1	2.3
- CCOC(=O)CCCCCNC(=O)c1ccc(F)cc1F
    0	1.9	12	-1	-6	-12	7	1.4	0.1	3.1
- O=C(CN(C1CCCCC1)S(=O)(=O)c1ccc(F)cc1)NC1CC1
    -1	0.7	13	-1	6	-13	4	0.4	-2.5	0.0
- Cc1ccc(Cl)cc1NS(=O)(=O)N1CCOCC1
    26	2.2	-8	0	-4	8	-7	-0.9	-3.0	2.6
- COc1ccc(N2CCN(C(=O)NCc3cccc(OC)c3)CC2)cc1
    -4	1.1	2	0	7	-2	4	3.9	-0.3	0.8
- Cc1cccc(NC(=S)NCCC(C)C)c1
    -1	-0.1	-1	x	2	1	-12	0.6	0.0	2.3
- O=S(=O)(/N=C(/Nc1cccc2ccccc12)c1ccccc1)c1cccs1
    -4	-0.6	9	x	8	-9	-9	1.8	-2.5	0.7
- COc1ccc(NS(=O)(=O)c2cc(NC(=O)C3CC3)ccc2N2CCOCC2)cc1
    9	0.6	-6	-2	-5	6	8	4.1	-1.3	2.0
- Cc1cnc(CN2CCCC(C(=O)c3ccc4c5c(cccc35)CC4)C2)[nH]1 (centres undefined)
    -3	-0.8	-17	-5	-2	17	-7	-1.3	-1.7	1.6
- O=c1cnnc(Nc2ccc(F)cc2)[nH]1
    0	-3.5	7	-1	6	-7	8	-0.4	0.3	2.1
- COc1ccccc1-c1nnc(SCC(=O)N2CCOCC2)n1-c1ccccc1
    0	0.8	x	-6	4	x	1	3.4	-0.6	2.5
- O=C(CSc1nc2ccccc2c(=O)n1Cc1ccco1)N1CCN(c2ccccc2)CC1
    1	0.6	8	3	4	-8	x	1.0	-3.4	5.0
- C=C1c2cccc(OC)c2O[C@H](C(=O)OCC)[C@@H]1CCCCCC
    8	0.7	-58	x	2	58	3	-0.6	-0.1	x
- Cc1c(CCC(=O)N[C@@H](C)C(=O)O)c(=O)oc2cc3oc4c(c3cc12)CCCC4
    -10	-0.6	-2	3	-2	2	x	-2.1	-4.6	1.9
- Cc1ccc(Oc2ccc(NC(=O)CCC(=O)OCC(=O)c3cccs3)cc2)cc1C
    -3	-0.3	-26	3	2	26	22	0.5	-0.5	0.3
- CC12CC(O)C3c4ccc(O)cc4CCC3C1CCC2=O (centres undefined)
    x	1.4	-6	-1	-5	6	4	-0.7	-1.7	0.9
- COc1ccc(OCC(=O)Nc2ccc3oc(-c4ccncc4)nc3c2)cc1
    0	0.2	16	-7	-3	-16	2	0.6	-3.0	2.7
- O=C(COC(=O)CSc1ccc(F)cc1)NCc1ccco1
    12	-0.7	20	0	-1	-20	-6	1.5	1.1	2.2
- O=C(CSc1ncn[nH]1)NCc1ccc2c(c1)OCO2
    -7	-0.7	-9	1	-4	9	3	0.0	0.4	1.6
- COc1ccc(OCCC(=O)OCC(=O)NCc2ccccc2OC)cc1
    -4	0.8	44	0	5	-44	3	-0.5	-2.6	0.5

# Remaining list, next part.
compound,CAL PDZ FP-1,Ecoli viability,SR-BI DiI-HDL act,Wnt bcat act,Tat export inh,SR-BI HDL uptake,MITF TRPM1 HTS,AddAB inh,CAL PDZ FP-2,phage Ecoli inh
CCOc1cc(/C=N/Nc2ccccc2Cl)ccc1OCC(=O)O,-3,-1.0,12,x,-3,-12,8,-2.4,-0.6,2.2
CCOc1ccc(S(=O)(=O)NCc2ccc(C)cc2)c2cccnc12,1,1.2,-7,-1,-2,7,3,1.9,0.3,0.4
COc1ccc(CNC(=O)C2CCCN2C(=O)NC2CCCCC2)cc1 (centres undefined),-1,-0.4,9,2,17,-9,x,0.5,x,2.2
O=C(Cc1sc(Nc2ccccc2)nc1-c1ccccc1)NCc1ccccn1,1,1.6,-32,12,-3,32,52,1.4,-15,1.2
O=C(Nc1cccc(-c2nn[nH]n2)c1)c1cccs1,0,-0.8,28,4,5,-28,4,1.8,-0.7,0.3
CCOc1ccc2[nH]c(=O)c(C(c3nnnn3CCOC)N3CCOCC3)cc2c1 (centres undefined),-1,0.3,7,x,0,-7,5,3.3,-3.9,-3.2
CCCN(CCC)c1nc(N)nc(-c2cc(Cl)ccc2OC)n1,-3,0.9,-82,x,13,82*,-3,2.8,x,0.6
CCOc1ccc(CN(C)C(=O)NNC(=O)c2ccc(C)cc2)cc1OC,-2,-2.1,-2,-2,-8,2,4,3.4,-0.5,0.3
Cc1ccc(C)c(N2CCN(C(=O)c3ccc(CSc4nc5ccncc5[nH]4)cc3)CC2)c1,1,0.7,5,-6,7,-5,-3,7.2,-0.8,-2.4
Cc1ccccc1CN1CCN(CC2CC3C=CC2C3)CC1 (centres undefined),-4,1.7,29,x,-4,-29,-12,2.4,-0.7,3.1
CC(C)CC(=O)NC(c1ccccc1Cl)c1c(O)ccc2ccccc12 (centres undefined),-4,0.5,2,-3,-22,-2,-12,1.1,-1.4,2.1
COC(=O)C1=C(C)NC(C)=C(C(=O)O[C@@H]2CCCN(Cc3ccccc3)C2)[C@@H]1c1cccc([N+](=O)[O-])c1,-21,1.8,11,-6,16,-11,-5,-1.8,-0.4,5.2
CC(C)N(C(=S)NC1CC2CCC1C2)c1ccccc1 (centres undefined),-4,-0.1,-6,-5,1,6,-5,-0.7,-0.4,2.9
CCOC(=O)c1c(CN(CC)CC)n(-c2ccccc2)c2ccc(O)cc12,-1,-2.5,-18,0,-5,18,0,0.3,-2.5,1.1
Nc1c(-c2ccccc2)cnc2cc(-c3ccccc3)nn12,-2,x,16,56*,12,-16,58,x,-7.1,2.7
CCOc1ccc(NS(=O)(=O)c2c(C(=O)N3CCCCCC3)c(C)n(C)c2C)cc1,1,1.3,15,0,-4,-15,-10,2.4,-1.0,1.4
Cc1ccc(-n2nc3c(=O)n(CCCC(=O)NCCc4ccccc4C)nc(C)c3c2C)cc1,0,0.2,-54,-2,10,54,-31,0.8,-1.5,2.8
